TNF death inh: TNF-alpha cell death inhibition in Jurkat FADD-/- cells. Jurkat FADD-/- TNF necroptosis rescue, ATP luminescence, 24 h; 0 = TNF only, 100 = no-TNF cells. activation (protection from cell death), % at 10 µM. hit rate 0.068% among 220,000. AID 463075;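 active means activation, meaning protection from cell death, of at least 50% relative to plate controls; inactive means activation below 50%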;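 further: necroptosis triggered by 40 ng/mL TNF-alpha added together with compound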
FXIIa inh: inhibitors of human coagulation factor XIIa. inhibition, % at 5 µM. P00748. AID 800. hit rate 0.3% among 220,000. purified FXIIa, Boc-QGR-AMC fluorogenic substrate, 2 h; in the data active means inhibition above about 40%;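 further: 0% = enzyme with no compound and 100% = blank without enzyme; many of its hits are not listed in these tables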
Tb hexokinase: T. brucei hexokinase 1 inhibition; recombinant TbHK1, G6PDH-coupled NADH A340; inhibition, % at 10 µM; hit rate 0.11% among 220,000; AID 1430;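 active means inhibition of 50% or more in the single-dose primary screen; inactive means inhibition below 50%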
L929 necroptosis: L929 zVAD cell death inhibition | viability rescue, % at 10 µM | hit rate 0.38% among 220,000 | L929 zVAD necroptosis rescue, ATP luminescence, 24 h; with zVAD 60 µM | AID 1377;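 active means activation, scaled between plate controls, above about 75%, limit read from the data; inactive means activation under that limit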;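 further: 0% = zVAD with DMSO and 100% = DMSO alone without zVAD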
FXIa inh 1536: blocks human coagulation factor XIa protease activity; hit rate 0.14% among 220,000; AID 798; purified FXIa, Boc-Glu-Ala-Arg-AMC fluorogenic substrate; inhibition, % at 5 µM;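 active means inhibition of at least 40%; inactive means inhibition below 40%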;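 further: fluorescence of freed AMC excited at 355 nm; 0% = enzyme without compound and 100% = no enzyme blank; many of its hits are not listed in these tables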
PPC-1+TRAIL kill: compounds killing PPC-1 cancer cells with TRAIL present (potentiator screen, no TRAIL-free arm) | hit rate 0.41% among 220,000 | PPC-1 cells + TRAIL, ATPLite viability luminescence | cell killing (% activity), % at 4 µM | AID 1443;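 active means cell killing above 50% in the first pass at 4 µM, then a duplicate retest at 5 µM averaging 50% or more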;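 further: plate controls were cells with TRAIL plus DMSO for no effect and medium-only wells lacking cells for full effect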
PGE2 EP2 inh: blocks the human prostaglandin E2 receptor EP2; P43116; C6 glioma cells expressing human EP2, cAMP TR-FRET; cells stimulated with saturating PGE2; inhibition, % at 25 µM; hit rate 0.52% among 260,000; AID 1422;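 active means percent inhibition above 40 after rounding to a whole number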;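 further: rat C6 glioma host cells with rolipram phosphodiesterase inhibitor present; the protocol text gives 20 µM as final concentration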
Target sequence (P43116 whole entry, looked up): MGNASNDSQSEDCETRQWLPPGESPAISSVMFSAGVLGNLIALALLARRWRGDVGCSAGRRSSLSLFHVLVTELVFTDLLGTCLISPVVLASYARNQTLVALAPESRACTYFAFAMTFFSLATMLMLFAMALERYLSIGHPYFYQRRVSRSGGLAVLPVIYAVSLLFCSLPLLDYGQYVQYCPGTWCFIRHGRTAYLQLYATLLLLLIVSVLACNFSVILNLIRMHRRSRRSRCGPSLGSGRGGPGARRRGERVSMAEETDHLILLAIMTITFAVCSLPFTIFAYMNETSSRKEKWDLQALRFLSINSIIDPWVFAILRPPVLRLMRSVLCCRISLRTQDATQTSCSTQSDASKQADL
Wee1 degr inh: human Wee1 degradation inhibition, primary screen | hit rate 1.2% among 220,000 | HeLa Luc-Wee1K328M stability, luciferase luminescence; 100% = proteasome inhibitor MG132 effect | reporter increase, % at 5 µM;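 active means activation above the mean of all tested compounds plus 3 SD, set per screening run, cut at about 8.8% in these data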;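 further: cells exposed to compound for 20 h before luminescence read; 0% = DMSO alone and 100% = MG132 at 30 µM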
Target sequence (P30291 whole entry K328M): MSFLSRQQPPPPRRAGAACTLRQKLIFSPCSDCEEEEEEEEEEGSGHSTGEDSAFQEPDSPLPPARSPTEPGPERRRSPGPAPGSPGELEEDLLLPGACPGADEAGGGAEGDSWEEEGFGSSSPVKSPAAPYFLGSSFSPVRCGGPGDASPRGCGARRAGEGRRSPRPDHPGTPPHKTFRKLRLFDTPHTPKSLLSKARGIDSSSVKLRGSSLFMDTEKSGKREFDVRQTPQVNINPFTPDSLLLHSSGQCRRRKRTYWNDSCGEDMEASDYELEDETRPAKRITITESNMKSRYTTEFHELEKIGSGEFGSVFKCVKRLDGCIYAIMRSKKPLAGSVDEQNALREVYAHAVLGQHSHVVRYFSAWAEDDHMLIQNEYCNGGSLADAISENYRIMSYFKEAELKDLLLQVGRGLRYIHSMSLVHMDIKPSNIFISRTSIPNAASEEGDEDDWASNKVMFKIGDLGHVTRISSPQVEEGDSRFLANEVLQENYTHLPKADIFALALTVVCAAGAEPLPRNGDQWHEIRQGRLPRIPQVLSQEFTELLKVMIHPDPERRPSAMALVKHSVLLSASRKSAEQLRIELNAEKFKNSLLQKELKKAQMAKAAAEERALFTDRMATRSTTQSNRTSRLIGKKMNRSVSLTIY
CHOP inh: CHOP inhibition in unfolded protein response | CHO-K1 CHOP-promoter luciferase, tunicamycin-induced, 15-18 h | inhibition, % at 10 µM | hit rate 3.8% among 220,000;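 active means compounds that reduced the stress-induced luciferase reporter signal by more than about 70% of percent inhibition, limit read from the data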;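 further: 0% = tunicamycin plus vehicle and 100% = wells without tunicamycin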
* = called active by the depositor; . = not tested or not shown; & = joins results of further samples. The list is partial, so the mix of outcomes need not match the whole.

SMILES	TNF death inh	FXIIa inh	Tb hexokinase	L929 necroptosis	FXIa inh 1536	PPC-1+TRAIL kill	PGE2 EP2 inh	Wee1 degr inh	CHOP inh
CCC(=O)Nc1c2c(nc3c1CCC3)CCCC2	0.0	8.8	1.7	-0.2	-1.9	14.1	6.3	2.6	-15.0
C=CCc1cccc([C@@H]2[C@@H](C)CC[C@H]3C(=O)N4[C@@H](c5cc(OC)c(OC)c(OC)c5)c5[nH]c6ccccc6c5C[C@H]4C(=O)N23)c1	-0.7	28.1	-7.0	0.3	17.9	8.1	.	-0.7	40.3
CC(Sc1nc2cc([N+](=O)[O-])ccc2n1-c1cccc(C(F)(F)F)c1)C(=O)NC(N)=O (stereo not given)	3.0	9.7	4.6	0.5	6.2	8.6	7.5	-1.1	3.9
CCOC(=O)C1(CC2CCCCO2)CCN(C(=O)Nc2cccc(SC)c2)CC1 (stereo not given)	2.8	11.0	-6.7	1.8	-0.7	16.9	2.9	4.2	25.2
COc1ccc(C(=O)Oc2coc(CSc3nnc(NC(=O)c4cccs4)s3)cc2=O)cc1	-0.3	-0.6	-13.6	-0.2	4.6	9.8	6.0	-1.9	53.0
CC1=NN(Cc2ccccc2)C(=O)C1C(c1ccccc1)C(C#N)C#N (stereo not given)	-7.7	4.7	0.9	0.1	-5.3	1.8	10.9	-1.7	0.8
Cn1c(SCc2ccc(Br)cc2)nnc1-c1ccccn1	-1.9	2.6	5.0	-0.5	0.0	1.1	7.6	-0.8	4.5
COc1ccc(C2C(C(=O)N3CCN(c4ccccc4F)CC3)c3ccccc3C(=O)N2C)cc1 (stereo not given)	-4.3	20.9	-1.2	-0.2	21.6	4.8	5.7	-1.7	0.1
Cc1ccc2[nH]c3c(=O)n(CCCN4CCOCC4)cnc3c2c1	-1.8	6.1	-8.7	0.7	0.9	-3.6	12.7	-1.6	-8.6
Cc1ccc(CCNc2ccccc2)c[n+]1[O-]	2.4	10.2	-3.0	2.2	3.9	-2.4	14.9	1.1	-7.7
CCOc1nc(Nc2ccc(OC)cc2)nc(N2CCOCC2)n1	0.6	9.2	-1.0	21.1	-1.1	-2.8	12.7&6.2	4.6	0.7
Cc1ccc2nc(-c3ccc(NS(=O)(=O)c4c(C)n(C)c(=O)n(C)c4=O)cc3)sc2c1	-8.9	-10.9	-54.7	0.7	-5.2	1.3	10.0	3.5	36.9
O=C(CC1SC2=NCCN2C1=O)Nc1ccc(Br)cc1 (stereo not given)	-0.7	3.3	-0.9	-0.1	4.9	-13.3	8.1	1.1	21.0
CCOc1cc(/C=C/c2cc(C(=O)O)c3ccccc3n2)ccc1OC	0.6	7.4	-22.6	1.8	0.8	28.4	16.4	1.3	-17.4
CC(C)Oc1cccc(C(=O)C2CCCN(S(C)(=O)=O)C2)c1 (stereo not given)	0.1	2.4	-0.6	8.0	-7.2	-0.3	11.5	-5.2	-1.5
O=C(CNC(=S)NC(=O)c1ccccc1)c1ccccc1	2.2	3.2	1.4	1.2	-1.5	22.4	8.0	-0.1	-2.9
CC(C)(C)NC(=O)NC(=O)COC(=O)c1nc(-c2ccccc2)n(-c2cccc(C(F)(F)F)c2)n1	0.2	14.5	-5.2	0.4	23.7	27.2	5.5	-0.7	34.8
COc1ccc(OC)c(C2C(C(=O)c3cccs3)=C(O)C(=O)N2c2cc(C)on2)c1 (stereo not given)	-0.6	2.4	-9.1	-0.1	-2.3	0.5	8.8	2.0	4.9
CCOC(=O)c1cnn(CCOC(=O)C(C)(C)C)c1NC(=O)C(C)(C)C	0.0	13.0	9.1	0.3	5.6	13.5	8.7	-0.2	6.1
CC(C)Sc1nc2ncnc(N)c2[nH]1	-0.7	4.8	-1.6	15.1	-1.5	3.8	1.0	-1.9	-5.5

The closing four entries of the section before open the next one:
SMILES	TNF death inh	FXIIa inh	Tb hexokinase	L929 necroptosis	FXIa inh 1536	PPC-1+TRAIL kill	PGE2 EP2 inh	Wee1 degr inh	CHOP inh
CC(C)(C)NC(=O)NC(=O)COC(=O)c1nc(-c2ccccc2)n(-c2cccc(C(F)(F)F)c2)n1	0.2	14.5	-5.2	0.4	23.7	27.2	5.5	-0.7	34.8
COc1ccc(OC)c(C2C(C(=O)c3cccs3)=C(O)C(=O)N2c2cc(C)on2)c1 (stereo not given)	-0.6	2.4	-9.1	-0.1	-2.3	0.5	8.8	2.0	4.9
CCOC(=O)c1cnn(CCOC(=O)C(C)(C)C)c1NC(=O)C(C)(C)C	0.0	13.0	9.1	0.3	5.6	13.5	8.7	-0.2	6.1
CC(C)Sc1nc2ncnc(N)c2[nH]1	-0.7	4.8	-1.6	15.1	-1.5	3.8	1.0	-1.9	-5.5
COC(=O)CSc1nc2ncccc2[nH]1	1.2	3.9	0.9	-0.2	-6.9	16.3	3.7	-1.2	17.2
COc1cc(C(=O)Nc2ccccc2-c2nnn(CC(N)=O)n2)cc(OC)c1OC	0.7	18.1	-8.2	-0.8	7.6	-4.6	11.6	3.2	13.7
CCOC(=O)C1(CCOc2ccccc2)CCN(Cc2cnc(SC)nc2)CC1	0.2	14.2	-6.8	-0.6	1.3	10.3	4.7	-1.7	13.5
CCCCOc1ccc(C(=O)N2CC(C)OC(C)C2)cc1 (stereo not given)	0.7	-6.6	1.3	1.0	0.9	40.6	7.7	-0.3	12.9
CCOc1ccc(-c2c(C(=O)N/N=C/c3ccccc3)nnn2-c2nonc2N)cc1	-2.7	3.4	-29.7	1.1	0.6	7.2	10.6	-2.5	-0.7
O=S(=O)(Cc1ccccc1)N=Nc1c(O)[nH]c2ccc(Br)cc12	-7.7	18.5	-7.8	-0.2	21.5	9.9	10.3	0.1	-5.3
Cc1ccc(C)c(S(=O)(=O)N2CCN(CC(=O)N3CCc4ccccc4C3)CC2)c1	-1.0	5.1	-6.9	-0.8	-13.3	1.1	6.2	-0.1	28.8
O=C(Cn1nnc(-c2ccccc2F)n1)Nc1ccc(S(=O)(=O)NC2CCCC2)cc1	-3.0	11.8	4.0	-0.3	5.6	8.9	6.2	-0.8	67.6
Cc1ccc2c(c1)N(CC(=O)NCc1cccnc1)C(=O)CO2	1.8	6.0	-0.6	-0.1	0.7	2.7	10.0	2.4	10.6
CSc1nnc(C)c(=O)n1COC(=O)COc1ccccc1	1.2	1.1	-3.2	-0.3	-3.1	30.2	3.2	-1.9	-0.9
O=c1c(-c2ccnn2-c2ccccc2F)cnc2n1CCS2	0.5	12.0	-4.4	-0.6	-6.7	2.7	10.7	-0.5	-25.8
O=c1c2c3c(sc2nc2n1CCCCC2)CCCC3	2.0	-4.7	-3.6	5.2	-7.5	4.1	12.7	0.2	7.5
CC(C)n1cc(/C=N\NC(=O)c2cc3c(ccc4ccccc43)o2)c2ccccc21	-6.4	12.4	-31.3	3.6	-1.4	-20.2	10.0	-0.4	18.9
Cc1cc(NC(=O)CSc2nnc3c(C)cc4cc(C)c(C)cc4n23)no1	0.5	11.0	9.0	2.5	3.9	18.5	2.4	-3.1	58.4
CCN(CC)c1ncnc2sc3c(c12)CCC3	-2.2	6.4	-7.5	0.1	-0.1	-4.9	5.4	2.1	33.7
COCCN(C(=O)COc1ccc(Cl)cc1)c1nnc(-c2cccnc2)s1	0.4	1.8	1.4	-0.6	3.9	-0.1	9.6&18.5	1.5	1.1
CN=CC1=C(O)c2ccccc2C1=O	0.6	14.1	-3.8	0.7	-1.5	-3.7	9.6	-1.6	15.2
Cc1csc(Sc2nc3c(c(=O)[nH]c(=O)n3C)n2CCCc2ccccc2)n1	-0.8	-16.4	3.9	0.7	-5.4	-0.1	10.0	3.6	38.2
CN(C)CCNC(=O)C(c1ccccc1)c1ccccc1	1.0	5.4	-2.6	1.2	-2.8	-2.3	6.5	-1.9	5.9
COc1ccc(OCCSc2nc(-c3ccccc3)cc(=O)[nH]2)cc1	-0.2	8.1	-4.4	16.3	-2.3	-17.1	2.6	-4.4	44.0
CCCCCn1c(SCC(=O)CC(=O)OCC)nc2cc(C(=O)N3CCC(C(N)=O)CC3)ccc2c1=O	1.5	9.0	-9.0	1.4	1.4	0.2	4.5	-0.9	-6.3
CCOc1ccc(NC(=O)C2CCN(S(=O)(=O)c3cccnc3)CC2)cc1	0.8	16.7	-8.2	0.2	3.1	-5.7	14.2	-0.8	27.2
CCN1CCN(c2oc(COc3ccc(Cl)cc3)nc2C#N)CC1	1.2	16.8	-8.9	-0.1	9.6	-4.1	3.7	9.1*	17.1
O=C(Cn1ccc(C(F)(F)F)n1)N/N=C/c1ccc2c(c1)OCO2	0.9	12.1	-4.1	0.3	6.0	-2.0	11.8	0.1	5.9
Cc1ccc(CCNC(=O)C2CCC(=O)N2Cc2cccnc2)cc1 (stereo not given)	2.1	15.8	2.2	0.4	5.6	20.1	7.6	2.1	11.7
N#CC1=C(N)N2C(=C(C#N)C1c1cccc(Br)c1)Nc1ccccc12 (stereo not given)	-7.2	9.9	2.6	35.5	-2.6	28.1	11.4	4.5	101.3*
COC(=O)c1sccc1NC(=O)Nc1ccccc1F	0.0	11.3	-6.4	0.2	-0.6	17.0	4.9	-2.5	8.2
COc1cc(/C=C2/NC(=O)N(Cc3ccccc3F)C2=O)cc(OC)c1OC	1.7	3.4	-30.7	0.4	1.1	.	8.8	-1.1	-15.7
Cc1cccc(-n2c(O)c(C=Nc3ccccc3N)c(=O)[nH]c2=O)c1	8.5	9.3	-25.2	7.0	1.5	12.1	5.5	-0.9	.
O=C(Nc1ccc(Cl)cc1)/C(=C/c1cccc(O)c1)c1nc2ccccc2s1	-10.4	5.7	0.4	17.8	-3.0	36.9	17.9	0.5	106.7*
COCCN(Cc1ccccc1)C(=S)Nc1ccc(OC(F)F)cc1	1.7	0.2	5.0	-0.1	4.2	10.3	6.5	-0.3	7.0
NC1=NN=C(N2N=C(c3ccc(Br)cc3)CC2(O)C(F)(F)F)n2ncnc2C1 (stereo not given)	-0.1	3.7	0.6	2.4	-6.5	-23.7	5.1	-1.6	-0.4
COc1cc(OC)cc(C(=O)N[C@@H](CCSC)c2nc3ccccc3[nH]2)c1	2.6	7.7	-1.6	9.7	6.5	-0.1	-0.7	-0.6	14.6
COc1cccc(CN(C(=O)/C=C/c2ccc(Cl)cc2)C2CCS(=O)(=O)C2)c1 (stereo not given)	1.4	4.6	0.6	-0.4	-2.0	-5.9	0.1	-1.7	-6.0
Cn1c(N)c(C(=O)COC(=O)c2ccc(S(=O)(=O)N3CCCCC3)cc2)c(=O)n(C)c1=O	-0.6	5.7	6.0	0.7	-2.0	21.5	0.1	-1.0	14.7
Cc1cccc(-c2nnc(SCc3nc4ccccc4[nH]3)n2Cc2ccco2)c1	-2.3	7.6	5.0	-0.3	5.1	1.8	-4.9	-3.0	21.5
CC(=C/c1ccccc1)/C=N/n1c(-c2ccco2)n[nH]c1=S	-1.8	7.8	-0.9	0.6	2.8	-4.6	4.2	-0.4	-16.5
O=C(C1CCC1)N1CCc2cc(S(=O)(=O)N3CCCCC3)ccc21	0.8	14.7	-0.7	0.5	4.5	-11.7	.	-2.0	11.8
O=C(NCCc1ccccc1)C1CC(c2ccccc2O)=NO1 (stereo not given)	1.6	14.6	8.3	-0.4	4.9	22.5	4.3	0.4	-2.8
C/C(CC(=O)NCCCN1CCOCC1)=N\NC(=O)COc1ccc(C)cc1	-0.4	24.4	-18.8	0.7	2.9	25.2	4.9	7.2	21.5

Compound activity from PubChem.
